High-throughput results (PubChem)
NSD2 HMT inh = NSD2 (human) methyltransferase inhibition. O96028. NSD2 peptide methylation, AlphaScreen, 120 min. inhibition, % at 12.5 µM. 310,000 tested, 0.54% active; in the data active = inhibition above about 50%
Cardiac RTF inh = cardiac RTF calcium desensitization | P19429+P45379 | IANBD-labeled cardiac RTF, Ca2+ fluorescence | inhibition, % at 7.15 µM | 340,000 tested, 0.12% active | AID 493244;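 active = inhibition above the mean inhibition of all tested compounds plus 3 SD, cut at about 17% in these data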;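 note: assay run at fixed EC70 calcium of 1.6 mM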
PvdQ inh = P. aeruginosa PvdQ acylase inhibition; purified PvdQ acylase, fluorescence plate reader; inhibition, % at 10 µM; 340,000 tested, 0.063% active; in the data active = inhibition above about 30%, passing the limit was not always enough;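 note: 0% = vehicle neutral wells and 100% = reference inhibitor wells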
Keap1-Nrf2 PPI = Keap1-Nrf2 (human) interaction inhibition; 340,000 tested, 0.15% active; AID 504523; Keap1 Kelch-Nrf2 peptide fluorescence polarization, 1536-well; Q14145; inhibition, % at 9.4 µM; in the data active = inhibition above about 12%;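 note: human Keap1 Kelch domain with fluorescein labeled Nrf2 9mer peptide probe; 0% = neutral control wells and 100% = peptide positive control; higher means more block of Keap1 binding to Nrf2 peptide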
SR-BI HDL uptake = blocks mouse SR-BI lipid uptake from DiI-HDL; Q61009; ldlA[mSR-BI] CHO cells, DiI-HDL uptake fluorescence, 3 h; inhibition, % at 12.5 µM; 320,000 tested, 0.96% active; AID 488896;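 active = mean replicate inhibition of at least 70% and a set share of replicates each scoring 70 or more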;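 note: 0% = median of neutral control wells and 100% = median of positive control wells; values of inactives mirror those of a sister screen read the other way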
Target sequence (Q61009 whole entry, looked up): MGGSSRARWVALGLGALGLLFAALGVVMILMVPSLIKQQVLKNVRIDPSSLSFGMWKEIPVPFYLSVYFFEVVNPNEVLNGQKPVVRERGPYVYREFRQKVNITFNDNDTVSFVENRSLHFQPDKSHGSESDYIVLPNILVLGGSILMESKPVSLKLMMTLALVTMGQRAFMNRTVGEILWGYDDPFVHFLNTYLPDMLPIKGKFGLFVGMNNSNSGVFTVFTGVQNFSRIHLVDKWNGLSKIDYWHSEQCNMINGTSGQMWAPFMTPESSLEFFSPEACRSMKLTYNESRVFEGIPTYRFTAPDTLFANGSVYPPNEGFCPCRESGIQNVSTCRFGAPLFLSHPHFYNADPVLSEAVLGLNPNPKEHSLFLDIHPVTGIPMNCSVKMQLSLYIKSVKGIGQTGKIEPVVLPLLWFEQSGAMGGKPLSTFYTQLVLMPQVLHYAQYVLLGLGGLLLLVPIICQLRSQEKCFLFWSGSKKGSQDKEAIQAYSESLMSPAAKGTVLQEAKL
PKA-R2B activ = activators of human PKA-R2B complex; 340,000 tested, 0.079% active; activation, % at 11.4 µM; PKA-R2B holoenzyme dissociation, Cy5-IP20 fluorescence polarization; R2B truncated from residue 108, S112A mutant; 0% DMSO only, 100% 113 µM cGMP;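 active = activation above a cutoff set at the mean over all compounds plus 3 SD, cut at about 18% in these data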;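 note: higher means more holoenzyme dissociation and a rise in polarization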
Target sequence (P31323 whole entry, looked up, other chains not shown, the tested form may be a part): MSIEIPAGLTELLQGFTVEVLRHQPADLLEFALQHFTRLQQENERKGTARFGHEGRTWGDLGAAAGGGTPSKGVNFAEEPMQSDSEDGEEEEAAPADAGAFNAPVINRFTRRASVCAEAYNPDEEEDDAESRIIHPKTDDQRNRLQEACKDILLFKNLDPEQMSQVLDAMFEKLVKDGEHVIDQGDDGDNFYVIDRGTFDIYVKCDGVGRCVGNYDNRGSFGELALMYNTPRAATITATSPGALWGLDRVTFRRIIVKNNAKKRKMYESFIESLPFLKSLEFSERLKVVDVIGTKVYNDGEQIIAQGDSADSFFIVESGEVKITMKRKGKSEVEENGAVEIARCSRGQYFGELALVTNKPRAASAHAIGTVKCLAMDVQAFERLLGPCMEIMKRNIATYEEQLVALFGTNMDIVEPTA
C-LANA FP = KSHV C-LANA DNA binding inhibition; inhibition, % at 9 µM; 340,000 tested, 0.078% active; MBP-C-LANA/FAM-LBS DNA binding, fluorescence polarization; AID 504423;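 active = highest replicate inhibition at or above 60% at 9 µM, even if other replicates fall short; inactive = all replicates below 60% inhibition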;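 note: 0% = neutral control wells and 100% = 4 µM acridine orange control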
DAGLB inhibitor = blocks human DAGLB lipase activity | HEK293T DAGLB membrane lysate, EnzChek fluorogenic substrate | AID 504411 | 340,000 tested, 0.059% active | Q8NCG7 | inhibition, % at 5.17 µM; in the data active = inhibition above about 34%;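 note: 0% = enzyme with vehicle and 100% = wells lacking enzyme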
Arr AP2 block = inhibitors of human beta-arrestin and AP2 interaction | FITC-arrestin peptide / GST-AP2 beads, flow cytometry; AP2 beta2 appendage carries R879A mutation | inhibition, % at 10 µM | 340,000 tested, 0.31% active;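 active = inhibition above a set limit, near 3 SD of compounds lacking own fluorescence, cut at about 54% in these data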;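 note: plate controls were DMSO wells for no effect and 5 µM unlabelled arrestin peptide for full effect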
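Material – GST-tagged AP2 beta2-adaptin appendage (R879A) on 4 µm glutathione beads · Probe or stimulus – fluorescein-tagged arrestin peptide at 50 nM final · Timing – 12 min plus 1 h, RT · Detection – bead flow cytometry, FITC channel · Read-out basis – inhibition as reduced fluorescein signal on beads, percent · Medium – PBS plus Tween 20 (0.05%) and BSA (0.1%)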
SR-BI uptake up = enhances SR-BI lipid uptake from DiI-HDL | 320,000 tested, 0.096% active | activation, % at 12.5 µM | CHO ldlA[mSR-BI] cells, DiI-HDL uptake fluorescence, 3 h; 100 = double the neutral-control signal | AID 504775;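 active = mean replicate activation of at least 60% and every replicate at or above 60%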;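 note: 0% = median plate neutral-control signal and 100% = twice that signal; values of inactives mirror those of a sister screen read the other way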
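Material – SR-BI-overexpressing, LDLR-lacking CHO cells · Medium – BSA-supplemented, HEPES-buffered Ham's F12, pH 7.4 · Doses – single concentration · Times – compound with DiI-HDL co-incubation, 3 h at 37 °C · Measured by – bottom-read fluorescence, 550/595 nm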
Starred values were filed as active, the others as inactive; . = not tested or not shown.

Values run as follows: NSD2 HMT inh	Cardiac RTF inh	PvdQ inh	Keap1-Nrf2 PPI	SR-BI HDL uptake	PKA-R2B activ	C-LANA FP	DAGLB inhibitor	Arr AP2 block	SR-BI uptake up
O=C(Nc1ccc2ccccc2c1)[C@@H]1C[C@H]1[C@@H](NP(=O)(c1ccccc1)c1ccccc1)c1ccccc1
 : .	10	-6	-4	-5	-9	-2.1	0	0	5
CCCc1nnc(NC(=O)CS(=O)(=O)c2ccccc2)s1
 : -1	-3	-1	2	-7	-9	-1.0	0	13	7
COC(=O)c1sccc1NC(=O)c1ccc(OC)cc1
 : .	-5	0	2	30	2	-0.7	-15	0	-30
CCN(CC)C(=O)NC1CCCCCCC1
 : 36	3	-9	-3	-4	-3	1.2	1	5	4
O=C(C1CCN(S(=O)(=O)c2cccc3cccnc23)CC1)N1CCN(Cc2ccccc2)CC1
 : .	-3	8	-1	4	-4	-0.2	-2	3	-4
CC(C)Cn1c(SCC#N)nc2ccccc2c1=O
 : -1	1	-4	-5	-11	-5	0.4	-3	0	11
CC(=O)C[C@H]1c2ccccc2S(=O)(=O)N1C1CCCCC1
 : .	-4	-13	-8	-8	5	0.6	1	-1	8
CCc1nc2ccccc2n1CC(O)COc1ccc(NC(C)=O)cc1 (centres undefined)
 : 14	4	-11	-4	6	-4	1.3	1	0	-6
Cc1cc(C)nc(NC2=NCCN2C(=S)Nc2c(C)cccc2C)n1
 : -3	-5	-13	-7	-11	-9	1.7	0	-5	11
CC(NC(=O)Cc1ccsc1)c1ccc(S(N)(=O)=O)cc1 (centres undefined)
 : 5	-3	-20	1	5	-3	-0.9	-2	1	-5
O=C(c1ccco1)N1CCN(C(=O)c2cc3cc([N+](=O)[O-])ccc3oc2=O)CC1
 : 1	-8	-14	-2	-15	-8	0.1	0	-8	15
O=C(CN1CCN(c2ccccc2O)CC1)NC(=O)NCc1ccccc1
 : -3	-14	-7	7	-23	-2	0.3	3	19	23
CC(C)(C)C(=O)N(Cc1ccc(Cl)cc1)c1cnccn1
 : -4	-3	8	-3	-18	-8	29	-2	-1	18
O=C(Cn1nnc(-c2ccc(F)cc2)n1)Nc1cccc(S(=O)(=O)N2CCCC2)c1
 : -1	-5	-11	4	1	0	1.5	-5	-8	-1
CCN1CCN(CC(=O)Nc2ccc3c(c2)OCCO3)C(=O)C1=O
 : .	-10	8	5	-4	-12	-0.1	-2	4	4
COc1ccc(C(=O)OCN2C(=O)c3ccccc3C2=O)cc1
 : -4	-3	-8	0	-16	7	0.0	1	8	16
COc1ccc(CCN(C(=O)c2ccco2)C(C(=O)NC2CCCC2)c2ccncc2)cc1OC (centres undefined)
 : -2	3	-1	-1	-26	-8	0.2	-2	4	26
O=C1NC2(CCCCC2)CO1
 : .	-11	-13	-1	-18	-4	0.4	1	-3	18
O=C(O)Cn1cc(/C=c2/sc3nc4ccccc4n3c2=O)c2ccccc21
 : 4	-12	-11	-3	5	-3	-0.9	5	0	-5
CNS(=O)(=O)c1cnccc1N1CCN(c2cccc(Cl)c2)CC1
 : 0	2	-10	-4	0	-10	-1.1	-1	-2	0
Cc1ccc(-n2cc(CNCCc3cscn3)c(-c3ccc(F)cc3)n2)cc1
 : -6	-4	-8	-1	6	0	-0.8	-5	8	-6
COc1cc(C2SCC(=O)N2CCc2ccc(OC)c(OC)c2)ccc1O (centres undefined)
 : -6	.	-11	-4	-35	.	-1.2	.	-6	35
CCC(CC)C(=O)Nc1ccc([N+](=O)[O-])cn1
 : 21	8	-1	-1	-15	13	1.6	0	37	15
COC(=O)N/N=C/c1ccc(-c2ccccc2Cl)o1
 : -1	3	-4	3	35	8	-2.4	-2	11	-35
COc1ccc(-c2nnc(SCC(=O)Nc3cccnc3Cl)n2C)cc1
 : 1	-3	-14	1	22	-14	0.4	2	-12	-22
O=C(CSc1nc(-c2ccco2)cc(C(F)(F)F)n1)N1CCSCC1
 : 4	8	-3	0	28	-6	-0.9	1	23	-28
COc1cc(C)nc(N2CCCC(C(=O)Nc3cccc(Cl)c3Cl)C2)n1 (centres undefined)
 : -6	-3	7	5	18	-6	-0.7	-2	-7	-18
CCCN1C(=O)SC(CC(=O)Nc2ccc(C)cc2)C1=O (centres undefined)
 : -3	0	-11	-2	1	-3	-1.8	-1	-6	-1
NCCCC[C@@H]1NC(=O)c2cc([N+](=O)[O-])cc(F)c2NCCCC[C@@H](C(N)=O)NC(=O)CNC1=O
 : .	-11	-13	-3	-16	-4	-3.3	0	10	16
COc1cccc(CNC(=O)C(=O)NCCC2CCCCN2S(=O)(=O)c2ccc(C)cc2)c1 (centres undefined)
 : -2	18*	-1	-3	4	-6	0.9	-3	11	-4

Laid out differently: results already given.
| molecule | NSD2 HMT inh | Cardiac RTF inh | PvdQ inh | Keap1-Nrf2 PPI | SR-BI HDL uptake | PKA-R2B activ | C-LANA FP | DAGLB inhibitor | Arr AP2 block | SR-BI uptake up |
| --- | --- | --- | --- | --- | --- | --- | --- | --- | --- | --- |
| COc1ccc(C(=O)OCN2C(=O)c3ccccc3C2=O)cc1 | -4 | -3 | -8 | 0 | -16 | 7 | 0.0 | 1 | 8 | 16 |
| COc1ccc(CCN(C(=O)c2ccco2)C(C(=O)NC2CCCC2)c2ccncc2)cc1OC (centres undefined) | -2 | 3 | -1 | -1 | -26 | -8 | 0.2 | -2 | 4 | 26 |
| O=C1NC2(CCCCC2)CO1 | . | -11 | -13 | -1 | -18 | -4 | 0.4 | 1 | -3 | 18 |
| O=C(O)Cn1cc(/C=c2/sc3nc4ccccc4n3c2=O)c2ccccc21 | 4 | -12 | -11 | -3 | 5 | -3 | -0.9 | 5 | 0 | -5 |
| CNS(=O)(=O)c1cnccc1N1CCN(c2cccc(Cl)c2)CC1 | 0 | 2 | -10 | -4 | 0 | -10 | -1.1 | -1 | -2 | 0 |
| Cc1ccc(-n2cc(CNCCc3cscn3)c(-c3ccc(F)cc3)n2)cc1 | -6 | -4 | -8 | -1 | 6 | 0 | -0.8 | -5 | 8 | -6 |
| COc1cc(C2SCC(=O)N2CCc2ccc(OC)c(OC)c2)ccc1O (centres undefined) | -6 | . | -11 | -4 | -35 | . | -1.2 | . | -6 | 35 |
| CCC(CC)C(=O)Nc1ccc([N+](=O)[O-])cn1 | 21 | 8 | -1 | -1 | -15 | 13 | 1.6 | 0 | 37 | 15 |
| COC(=O)N/N=C/c1ccc(-c2ccccc2Cl)o1 | -1 | 3 | -4 | 3 | 35 | 8 | -2.4 | -2 | 11 | -35 |
| COc1ccc(-c2nnc(SCC(=O)Nc3cccnc3Cl)n2C)cc1 | 1 | -3 | -14 | 1 | 22 | -14 | 0.4 | 2 | -12 | -22 |
| O=C(CSc1nc(-c2ccco2)cc(C(F)(F)F)n1)N1CCSCC1 | 4 | 8 | -3 | 0 | 28 | -6 | -0.9 | 1 | 23 | -28 |

Going on with the list.
Values run as follows: NSD2 HMT inh	Cardiac RTF inh	PvdQ inh	Keap1-Nrf2 PPI	SR-BI HDL uptake	PKA-R2B activ	C-LANA FP	DAGLB inhibitor	Arr AP2 block	SR-BI uptake up
Cc1ccc(S(=O)(=O)N2CCN(C(=O)COC(=O)c3nc(Cl)ccc3Cl)CC2)c(C)c1
 : -3	-4	-15	0	3	-2	2.4	1	5	-3
O=C(CCNC(=O)c1ccc(Cl)cc1)Nc1nc2ccccc2[nH]1
 : -1	-8	-7	2	-13	-5	0.8	-1	17	13
O=C(NCc1ccco1)c1cccc(Br)c1
 : -2	-22	-12	-1	-16	-3	-1.4	1	7	16
COc1ccc(Cl)cc1C(=O)Nn1cnnc1
 : -1	1	-7	-2	-3	-1	0.2	-1	6	3
O=C1CC(Cc2ccc(Cl)cc2)C(=O)N1c1ccccn1 (centres undefined)
 : 0	-3	11	-1	0	-2	-0.4	0	16	0
CC1(C)CC(=O)C2=C(C1)OC(N)=C(C#N)C2c1ccc(OC(=O)N2CCOCC2)cc1 (centres undefined)
 : -2	-1	-7	1	13	4	-0.3	2	-6	-13
CCCCCCCCc1nnc(NC(=O)c2ccco2)s1
 : .	-12	6	2	-38	-6	-0.3	4	26	38
CC(C)(C)c1cc(=O)[nH]c(SCc2ccccc2Cl)n1
 : 17	-2	-5	-1	-3	-3	-1.2	-21	-2	3
c1ccc(Nc2cccc3c(Nc4ccccc4)cccc23)cc1
 : 19	-8	-15	6	27	1	-0.9	0	-10	-27
Cc1nnc(NC(=O)CCn2c(=O)oc3ccc(Cl)cc32)s1
 : -2	-2	2	-1	-18	-2	3.5	2	12	18
CC1=C(C(=O)OCc2ccccc2)C(c2ccccc2[N+](=O)[O-])NC(=O)N1C (centres undefined)
 : 8	2	-17	-3	-20	-6	5.0	1	9	20
CCn1c(CNC(=O)c2cccs2)n[nH]c1=S
 : .	2	-16	-1	7	-17	0.5	-1	-6	-7
CCc1noc(C)c1C(=O)Nc1ccc(Cl)c(S(=O)(=O)N2CCCCC2)c1
 : -3	1	-4	4	28	-9	0.3	-1	-6	-28
Cc1c(C(=O)Nc2cccc(S(=O)(=O)N3CCOCC3)c2)oc2ccc(Br)cc12
 : -4	-10	-3	-4	64	-8	1.8	3	5	-64
COc1cccc(CCNC(=O)c2ccc(C#N)cc2)c1
 : -1	4	-9	-4	15	9	-1.1	0	-2	-15
N#Cc1ccc(CSCC(=O)NN=C2CCCC2)cc1
 : -1	-1	-7	-4	5	-10	-2.7	-1	-34	-5
Cc1sc2ncn(CC(=O)NCCCN3CCC(C)CC3)c(=O)c2c1S(=O)(=O)N1CCC(C)CC1
 : 4	-13	-15	4	.	-1	0.2	-2	-5	.
COc1cc2nc(N(CCCN(C)C)C(=O)c3ccc(S(=O)(=O)N(C)C4CCCCC4)cc3)sc2cc1OC
 : 1	5	-4	0	-14	-3	0.7	2	-2	14
NNC(=S)NCc1ccco1
 : 16	-4	3	-1	-4	2	-0.3	0	47	4
O=C(CN1C(=O)C(=O)N(Cc2ccco2)C1=O)c1c[nH]c2ccccc12
 : 16	-4	-10	-5	-7	6	-0.2	1	3	7
Cc1ccccc1C(=O)N1CCCC(N2CCN(Cc3ccc4c(c3)OCO4)CC2)C1 (centres undefined)
 : -1	4	-8	-2	-34	-5	0.8	-2	-10	.
COc1cccc(CN2CC(C(=O)N3CCCCCCC3)CCC2=O)c1 (centres undefined)
 : -5	-8	-13	1	-7	-9	0.9	1	13	7
CCOC(=O)C1=C(C)NC(=S)NC1c1ccc(-c2ccc(Cl)cc2)o1 (centres undefined)
 : 1	1	-3	-11	70	-6	3.0	1	1	-70

Only Cardiac RTF inh and NSD2 HMT inh (2 entries from above):
Structure	Cardiac RTF inh	NSD2 HMT inh
CCn1c(CNC(=O)c2cccs2)n[nH]c1=S	2	.
Cc1cc(C)nc(NC2=NCCN2C(=S)Nc2c(C)cccc2C)n1	-5	-3
